# Bioassay records from PubChem BioAssay.
# AmpC inh det – inhibitors of E. coli AmpC beta-lactamase with detergent; P00811; purified AmpC, nitrocefin hydrolysis with detergent; Potency, µM (highest dose often 28.7 µM), without a hit: at the highest dose activity change, negative = inhibition; hit rate 0.09% among 71,000; active = well fitted curve in the direction sought with a large enough effect
# Target sequence (P00811 whole entry, looked up): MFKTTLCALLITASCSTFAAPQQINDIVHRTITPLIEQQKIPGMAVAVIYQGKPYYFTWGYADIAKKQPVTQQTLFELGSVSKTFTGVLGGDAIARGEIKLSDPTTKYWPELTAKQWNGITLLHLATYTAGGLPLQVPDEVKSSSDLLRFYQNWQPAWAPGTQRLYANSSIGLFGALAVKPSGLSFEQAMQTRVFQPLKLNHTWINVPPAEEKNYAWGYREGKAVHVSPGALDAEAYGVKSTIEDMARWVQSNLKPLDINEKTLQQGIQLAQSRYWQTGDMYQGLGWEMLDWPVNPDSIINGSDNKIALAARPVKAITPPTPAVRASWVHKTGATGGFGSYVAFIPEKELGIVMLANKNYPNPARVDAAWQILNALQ
#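 E. coli AmpC (5.3 nM) in 20 mM phosphate pH 7.0 with 0.01% Triton X-100, preincubated 15 min RT with compound; nitrocefin (2 uL of 800 uM stock) hydrolysis followed by 480 nm absorbance every 20 s over 4 min.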
# * marks the source's active call; other numbers are inactive results; [ ] = another dose, or the depositor's remark. % is set by controls: 0 for no effect and ±100 for the full control effect; potency is the fitted concentration of half-maximal effect. The list is partial, so the mix of outcomes need not match the whole.
# The opening 18 records, ahead of the listing:
SMILES,AmpC inh det
Cn1c(=O)c2c(nc(N3CCN(Cc4ccccc4)CC3)n2CCCc2ccccc2)n(C)c1=O,19%
CCNc1ncc2nc(-c3ccc(F)cc3)c(=O)n(CCc3ccccc3)c2n1,-1%
CCC1CCCCN1C(=O)CSc1nnc(-c2cccc(Cl)c2)o1 (configuration not stated),-1%
Cc1ccc(CN2C(=O)CCC2C(=O)NCC2CCCO2)cc1 (configuration not stated),0%
COc1ccccc1N1CCN(C(=O)CCn2c(=O)[nH]c3ccsc3c2=O)CC1,0%
O=C(c1cccn2c(=O)c3cc(Cl)ccc3nc12)N1CCN(Cc2ccc3c(c2)OCO3)CC1,-1%
COc1cccc(CNc2cccc3cccnc23)c1O,-4%
Cn1c(SCc2ccc(C#N)cc2)nnc1-c1ccccc1,-4%
Cc1cc(C)n(-c2nnc(C)n2NS(C)(=O)=O)n1,10%
O=C(c1cccc(F)c1)N1CCC[C@@]2(CCN(Cc3nccs3)C2)C1,0%
CC(=O)Nc1ccc(S(=O)(=O)NCc2csc(C)n2)cc1,-6%
C/C(N)=C(/C#N)C(=O)CSc1nnc(Cc2ccccc2F)n1N,-2%
CCOC(OCC)P(=O)(C(C)C)C(C)C,5%
COC(=O)c1[nH]c2cc(C)ccc2c1NC(=O)CN1CCCc2ccccc21,-2%
COc1ccccc1Nc1nnc(SCC(=O)N2CCCC2)s1,0%
CN(C(=O)c1ccco1)c1nnc(C23CC4CC(CC(C4)C2)C3)s1,19%
CC1(C)CC(=O)C=C(NC2CCCCCC2)C1,0%
O=C(c1c(Cl)cccc1Cl)N1CCCCCC1,2%

# The whole of this part, repeating the preview:
SMILES,AmpC inh det
Cn1c(=O)c2c(nc(N3CCN(Cc4ccccc4)CC3)n2CCCc2ccccc2)n(C)c1=O,19%
CCNc1ncc2nc(-c3ccc(F)cc3)c(=O)n(CCc3ccccc3)c2n1,-1%
CCC1CCCCN1C(=O)CSc1nnc(-c2cccc(Cl)c2)o1 (configuration not stated),-1%
Cc1ccc(CN2C(=O)CCC2C(=O)NCC2CCCO2)cc1 (configuration not stated),0%
COc1ccccc1N1CCN(C(=O)CCn2c(=O)[nH]c3ccsc3c2=O)CC1,0%
O=C(c1cccn2c(=O)c3cc(Cl)ccc3nc12)N1CCN(Cc2ccc3c(c2)OCO3)CC1,-1%
COc1cccc(CNc2cccc3cccnc23)c1O,-4%
Cn1c(SCc2ccc(C#N)cc2)nnc1-c1ccccc1,-4%
Cc1cc(C)n(-c2nnc(C)n2NS(C)(=O)=O)n1,10%
O=C(c1cccc(F)c1)N1CCC[C@@]2(CCN(Cc3nccs3)C2)C1,0%
CC(=O)Nc1ccc(S(=O)(=O)NCc2csc(C)n2)cc1,-6%
C/C(N)=C(/C#N)C(=O)CSc1nnc(Cc2ccccc2F)n1N,-2%
CCOC(OCC)P(=O)(C(C)C)C(C)C,5%
COC(=O)c1[nH]c2cc(C)ccc2c1NC(=O)CN1CCCc2ccccc21,-2%
COc1ccccc1Nc1nnc(SCC(=O)N2CCCC2)s1,0%
CN(C(=O)c1ccco1)c1nnc(C23CC4CC(CC(C4)C2)C3)s1,19%
CC1(C)CC(=O)C=C(NC2CCCCCC2)C1,0%
O=C(c1c(Cl)cccc1Cl)N1CCCCCC1,2%
Cc1cccc(OCCCCCn2ccnc2)c1C,4%
COC(=O)c1[nH]cnc1C(=O)c1ccccc1,-7%
N[C@@H](C(=O)O)c1cc(O)ccc1Cl,0%
CCOC(=O)C1CCN(C(=O)Nc2ccc(NC(=O)C3CCN(C(=O)OCC)CC3)cc2)CC1,-1%
O=C(Nc1ccn(C2CC(OC(=O)c3ccccc3)C(CO)O2)c(=O)n1)c1ccccc1 (configuration not stated),-2%
N#CC1=C(N)N(c2ccccc2C#N)C2=C(C(=O)CCC2)C1c1ccsc1 (configuration not stated),-5%
COc1ccc(C2CC(c3ccccc3)n3nc(NC(=O)c4cccs4)nc3N2)cc1 (configuration not stated),-4%
O=C(Cn1cnc2c(nnn2-c2ccc(F)cc2)c1=O)N1CCCC1,-4%
CCN(CC)S(=O)(=O)c1cccc(C(=O)NC(C(=O)Nc2nnc(C3CC3)s2)C(C)C)c1 (configuration not stated),-3%
COc1cc(NC(=O)Cn2ncc3c2-c2ccccc2OC3)cc(OC)c1OC,5%
Cn1cccc1C(=O)N1CCC2(CC1)CN(c1ccccn1)C2,8%
CCOC(=O)c1c(C)[nH]c(C(=O)COC(=O)C2CC2C)c1C (configuration not stated),1%
O=C(NCCN1CCN(c2ccccc2)CC1)C1CCN(S(=O)(=O)c2cccs2)CC1,10%
CCCS(=O)(=O)N1CCC(C(=O)NCCc2ccccc2)CC1,-1%
Cc1ccnc(SCCn2c(N3CCOCC3)nc3c2c(=O)[nH]c(=O)n3C)n1,0%
O=C(Nc1ccc(N2CCOCC2)cc1)Nc1cnsn1,-3%
COc1ccccc1C(=O)OCC(=O)Nc1ccc(OC(F)F)cc1,1%
Cc1noc(C)c1-c1cc(NCc2ccccc2)ncn1,8%
O=C(CSc1nnc(Cc2cccs2)n1-c1ccccc1)Nc1ccc2c(c1)OCCO2,-7%
COCc1cc(C)c(C#N)c(=S)[nH]1,0%
CCOC(=O)CSc1nnc(-c2nnc(SCC(=O)OCC)n2CC)n1CC,-4%
CCOc1cc(C)nc(N2CCCC(C(=O)NCc3ccccc3F)C2)n1 (configuration not stated),11%
CCOC(=O)CCCCNCc1ccccc1,0%
CCOC(=O)C(NC(C)=O)(Nc1cccc(F)c1)C(F)(F)F (configuration not stated),-3%
Cn1cccc1Cc1nnc(SCC(=O)NCc2ccc3c(c2)OCO3)n1CCc1ccccc1,-4%
C=CCn1c(-c2ccc(Cl)cc2)c[nH]c1=S,-2%
NCCCCCC(=O)O,20%[12.8 µM]
Nc1nc(NCc2ccco2)nn1-c1ccccc1,-2%
O=C(O)CCN(CCC(=O)O)c1ccccc1,-1%
Cc1ccc(C(=O)N2CCN(S(C)(=O)=O)C2)cc1,-4%
O=C(CC1N=C2c3ccccc3N=C(SCc3ccc(Cl)cc3)N2C1=O)NCc1ccco1 (configuration not stated),4%
C=C(C)CSc1nnc(-c2cccc(S(=O)(=O)N(C)C)c2)n1-c1cc(OC)ccc1OC,-4%
CN1CCN(S(=O)(=O)c2ccc(-c3noc(C4CCN(S(C)(=O)=O)CC4)n3)cc2)CC1,7%
O=c1oc2ccc3ccccc3c2cc1-c1nnc(-c2ccccc2)o1,12%
CCOc1ccc(N(CC(=O)Nc2cccc(F)c2)S(=O)(=O)c2c(C)noc2C)cc1,5%
CC(Oc1ccc(Cl)cc1Cl)C(=O)Nc1ccc2oc(-c3ccncc3)nc2c1 (configuration not stated),-7%
N#C/C(=C1\CCCN1)c1nc2ccccc2c(=O)[nH]1,-3%
COCCn1c(=NC(=O)c2ccc3c(c2)OCO3)c(C#N)cc2c(=O)n3cccc(C)c3nc21,-3%
O=C(Nc1nnc(C(F)(F)F)s1)c1cccnc1,-4%
CC(=O)NCCN=C(C)c1sc2ccccc2c1O,-2%
CCOC(=O)C1CCN(Cc2ccc(C(=O)OC)cc2)CC1,-4%
COc1ccc(-c2c(C)n([O-])c(C)c(C)[n+]2=O)cc1OC,-1%
# (list continues)
SMILES,AmpC inh det
Cc1cc(C)n2cc(CSc3nnnn3-c3ccc(Cl)cc3)nc2n1,-2%
CN(C(=O)Cn1c(=O)n(CCCCC(=O)NC2CCCC2)c(=O)c2ccccc21)C1CCCCC1,0%
C=C(C)CN1CC[C@@]23c4c5ccc(O)c4O[C@H]2c2[nH]c4ccccc4c2C[C@]3(O)[C@@H]1C5,-5%
CC(=O)CSc1nnc(CSc2ncccn2)n1C1CCCCC1,8%
Cc1cccc(N(C)S(=O)(=O)c2ccc3[nH]cc(C(=O)N4CCOCC4)c(=O)c3c2)c1,-3%
COc1ccc2[nH]c(=O)c(CN(Cc3ccc4c(c3)OCO4)C(C)=O)cc2c1,-5%
CC1Cc2ccccc2N1C(=O)COc1nc2ccccc2nc1N1CCOCC1 (configuration not stated),1%
C/C(=N\O)C(=O)NCCN1CCCCC1,-2%
COc1ccc(-c2csc(C3=C(O)CN(Cc4ccc(S(N)(=O)=O)cc4)C3=N)n2)cc1OC,-6%
CCOC(=O)N1CCN(C(=O)c2cn(CCOC)c(=O)c3c2c2ccccc2n3C)CC1,8%
Cc1ccc(C(=O)CC(C(=O)O)c2cn(CCC#N)c3ccccc23)cc1 (configuration not stated),5%
CCOC(=O)C1CCN(C(=O)C2c3ccccc3C(=O)N(C)C2c2ccc(OC)cc2)CC1 (configuration not stated),-1%
O=C(NCC1CCCO1)c1nnc(Cc2ccc(F)cc2)o1 (configuration not stated),9%
Cc1nc(S(=O)(=O)N(C)Cc2ccccc2)c(C#N)c(C)c1Cl,1%
O=C(NCCN1CCOCC1)c1ccc2c(c1)N(Cc1ccccc1)CCS2,9%
Cn1c(=O)c2c(-c3ccncc3)c3c(nc2n(C)c1=O)-c1ccccc1C3=O,-6%
Cc1cccc(OCC(=O)Nc2ccccc2N2CCN(C(=O)C(C)C)CC2)c1C,0%
CCN(CC)c1ccc(NC(=O)c2cccc(OC)c2)c(C)c1,-4%
COCCn1c(=N)c(C(=O)NCCc2ccc(OC)cc2)cc2c(=O)n3cccc(C)c3nc21,-3%
CCOC(=O)C1CCCN(C(=O)c2cc(=O)c3ccccc3o2)C1 (configuration not stated),1%
Cc1c2cccn2cc[n+]1C,-4%
NCCC[C@@H](CC(=O)N[C@@H]1CCNC[C@H]1C(=O)N[C@H](CC(=O)N[C@@H](CCC(=O)O)CC(=O)O)Cc1ccccc1)NC(=O)C[C@H](CO)NC(=O)[C@@H]1CNCC[C@H]1N,-1%
CC(=O)N1CCc2cc(NS(=O)(=O)c3cccs3)ccc21,11%
CCOc1ncccc1C(=O)OCc1cc(=O)oc2c(C)c(C)ccc12,-3%
CN(Cc1ccc(-n2cccn2)cc1)C(=O)c1cnn2c1NC(c1ccco1)CC2C(F)(F)F (configuration not stated),-2%
CC1(C)CC(=O)C2=C(C1)Nc1ccccc1NC2c1ccccn1 (configuration not stated),5%
CC(C)OC(=O)C(NC(=O)c1ccccc1)=C1CCCCC1,3%
CCCC1(C(=O)OCC)NC(c2ccc(N(C)C)cc2)C2C(=O)N(c3ccc(F)cc3)C(=O)C21 (configuration not stated),-1%
CCOC(=O)C1CCCN(C(=O)c2cc3ncc(Br)cn3n2)C1 (configuration not stated),-6%
[O-][N+]1=C2CCC/C(=N\O)C2=NC12CCCCC2,-1%
NC(=O)c1cccc2c3c([nH]c12)CCCC3,14%
O=C(CN1C(=O)C2C3C=CC(C3)C2C1=O)NC1CCCc2ccccc21 (configuration not stated),-3%
CC(C)Cn1cc(C(=O)N2CCC3(CC2)OCCO3)c2c3ccccc3n(C)c2c1=O,10%
O=C(O)CCSCc1ccc(I)cc1,-2%[5.75 µM]
CO[C@@H]1/C=C\O[C@]2(C)Oc3c(C)c(O)c4c(O)c(c(CN5CCN(C)CC5)c(O)c4c3C2=O)NC(=O)/C(C)=C\C=C[C@@H](C)[C@@H](O)[C@H](C)[C@@H](O)[C@H](C)[C@H](OC(C)=O)[C@@H]1C,-8%[5.75 µM]
Cn1cc(-c2nc3cnc(N4CCNCC4)nc3n(CCC#N)c2=O)c2ccccc21,-1%
COc1ccc2nc(NC(=O)c3ccc(-n4nc(C)cc4C)cc3)sc2c1,12%
O=C(NCCCNC(=O)c1cccs1)c1cccs1,7%
Cc1nnc(SCCn2c(N3CCCCC3)nc3c2c(=O)[nH]c(=O)n3C)s1,0%
O=C(NCc1ccc2c(c1)OCO2)c1nnc(Cc2ccc(Cl)cc2)o1,13%
Cc1cccc(N2CCN(C(=O)CCn3c(=O)[nH]c4ccccc4c3=O)CC2)c1C,0%
CN(c1ccc(OCc2nnc(-c3ccccc3)o2)cc1)S(=O)(=O)c1ccccc1,-2%
CCOc1cc(C2NC(=O)NC(O)(C(F)(F)F)C2C(=O)c2ccc(Cl)cc2)ccc1O (configuration not stated),-2%
O=C(CSC1CCCCC1)Nc1nccs1,13%
Cc1ccc(CNC(=O)C2(CC(C)C)C=CCN2C(=O)c2ccccc2)o1 (configuration not stated),14%
COCCCNC(=O)c1ccc(N(C)S(C)(=O)=O)cc1,-3%
COC(=O)c1cc(-c2ccc(OC)c(OC)c2)n[nH]1,-3%
CCOC(=O)C1CCN(S(=O)(=O)Cc2ccccc2)C1=O (configuration not stated),-3%
CCn1c(SCC(=O)Nc2nc(-c3ccc(C)cc3)cs2)nnc1-c1ccccc1O,-9%
CC(=O)N(CC(O)CN(C(C)=O)c1c(I)c(C(=O)NC[C@@H](O)CO)c(I)c(C(=O)NC[C@@H](O)CO)c1I)c1c(I)c(C(=O)NC[C@@H](O)CO)c(I)c(C(=O)NC[C@@H](O)CO)c1I,-1%[12.8 µM]
COC(=O)C(NC(=O)c1ccccc1)=C(C)C,13%
O=C(OCC(=O)N1CCN(C(=O)c2ccco2)CC1)c1ccccc1C(=O)c1ccccc1,-2%
CC(C)CC(=O)Nc1ccc2oc(-c3ccncc3)nc2c1,5%
COC(=O)[C@@]1(Cc2ccc(F)cc2)[C@H]2c3cc(C(=O)N(C)C)n(Cc4ccccc4)c3C[C@H]2CN1C(=O)c1ccccc1,2%
OC1c2ccccc2-c2nc3ccccc3cc21 (configuration not stated),-2%
COC(=O)c1cc2ccccc2c(=O)s1,9%
O=C(c1ccccc1C(=O)N1CCN(c2ccc(F)cc2)CC1)N1CCN(c2ccc(F)cc2)CC1,-6%
Cc1csc(NC(=O)c2ccco2)n1,1%
CCCCCCCCC(=O)NCc1cc(OC)c(O)cc1I,-4%
COc1ccc2cc(C(=O)NCc3ccco3)c(=O)oc2c1,-4%
COc1cccc(OCC(O)CN2CCC(Cc3ccccc3)CC2)c1 (configuration not stated),-2%
N#CCCn1cc(C(CC(=O)c2ccccc2)C(=O)O)c2ccccc21 (configuration not stated),-2%
COc1ccc(-n2nc(C(=O)N3CCCCC3)c3ccccc3c2=O)cc1,-4%
